Source: PubChem BioAssay (National Center for Advancing Translational Sciences (NCATS))
VP16 counter: Gal4-VP16 reporter inhibition counter-screen; hit rate 3.5% among 310,000; Drosophila S2 Gal4-VP16 UAS-luciferase, luminescence, 20 h; Potency, µM (top dose mostly 53.6 µM), for inactives: at the top dose activity, negative = inhibition, hits mostly inhibitors; AID 2546;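 note: Gal4-VP16 expression switched on by copper sulfate through the metallothionein promoter; potency is the fitted concentration of half-maximal effect; % is set by controls: 0 for no effect and ±100 for the full control effect; nearly all actives have a fitted effect of over 50% in size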
PKM2 act: increases activity of human pyruvate kinase M2; P14618; purified PKM2, Kinase-Glo ATP luminescence, activation; response scale: 0% is enzyme alone, no compound; Potency, µM (top dose mostly 57.5 µM), for inactives: at the highest dose activation, hits mostly activators; hit rate 0.34% among 260,000; note: potency is the fitted concentration of half-maximal effect; % is set by controls: 0 for no effect and ±100 for the full control effect; nearly all actives have a fitted effect of over 55% in size
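hPK-M2, >95% pure; 0.1 mM ADP / 0.5 mM PEP final; imidazole pH7.2 buffer w/ 7 mM MgCl2, 50 mM KCl; 1 h RT; Kinase-Glo lum. Intermediate enzyme activity for dual inhibitor/activator qHTS.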
Menin-MLL TR inh: displaces Texas Red mutant MLL peptide from human menin; Potency, µM (doses to about 61.6 µM), inactives show at the top dose FP activity change, negative = inhibition, most hits filed as inhibitors; O00255; Menin + Texas Red MLL mutant peptide, fluorescence polarization; hit rate 0.23% among 270,000; active = well fitted inhibition curve with a large enough effect in the polarisation, with a control signal flat, not every such curve was filed as active; inconclusive = small, poorly fitted or top-dose-only effect, or effect the other way, or a change in a side signal; inactive = no such curve, though single readings can be large or run the other way; the % refers to the polarisation; note: potency is the fitted concentration of half-maximal effect; % of control where 0% means no effect; many of its hits are not listed in these tables
ELG1 DNA repair: ELG1-dependent DNA repair inhibition; HEK293T ELG1-luciferase reporter, luminescence, 16 h; DNA damage induced by 5-fluorouridine; Potency, µM (titrated, usually from 46.1 µM), without a hit: at the top dose activity change, negative = inhibition, actives largely listed as inhibitors; hit rate 2.3% among 330,000; note: potency is the fitted concentration of half-maximal effect; % is set by controls: 0 for no effect and ±100 for the full control effect; nearly all actives have a fitted effect of over 55% in size
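5-Fluorouridine DNA damage + compound/DMSO, 2,000 cells/well, 16 h, 37 °C/5% CO2. ONE-Glo, 30 min RT, luminescence. Readout = decrease in reporter signal.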
KCNH2 3.1 block: inhibitors of human KCNH2 3.1 potassium channel isoform; activity change, % (tested at about 1.8 µM); U2OS KCNH2 3.1, thallium flux FluxOr; active compounds read low; hit rate 0.95% among 340,000;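 active = maximum activity change below -70%; inconclusive = maximum activity change from -70% to -50%; inactive = maximum activity change above -50%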;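 note: thallium influx rate constant from kinetic fluorescence after stimulation buffer; % is set by controls: 0 for no effect and ±100 for the full control effect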
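Kinetic fluorescence (2 min after stimulation buffer) measures Tl+ influx through KCNH2 3.1 expressed by viral transduction in U2OS cells; the rate constant is normalized against DMSO controls serving as positive and negative references.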
NPC1 prom act: activators of NPC1 promoter | Huh7 NPC1 promoter luciferase reporter, 24 h | Potency, µM (top dose mostly 9.22 µM), inactives show top-dose activation, most hits filed as activators | hit rate 2.4% among 320,000;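 note: potency is the fitted concentration of half-maximal effect; % of control where 0% means no effect; nearly all actives have a fitted effect of over 60% in size; reporter is driven by a mutant NPC1 promoter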
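Huh7 reporter cells (NPC1 promoter driving luciferase) are dosed with compound for 24 h at 37 °C, 5% CO2; luciferase detection reagent is then added and luminescence measured after 10 min at ambient temperature.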
MBNL1 CUG block: inhibitors of human MBNL1 binding to CUG repeat RNA. hit rate 0.036% among 280,000. TR-FRET MBNL1-His/biotin-(CUG)12 binding, 665/545 ratio. Q9NR56. Potency, µM (highest dose often 57.5 µM), without a hit: at the highest dose activity change, negative = inhibition, actives largely listed as inhibitors. AID 2675; active = well fitted inhibition curve with a large enough effect in the signal ratio, with a control signal flat, not every such curve was filed as active; inconclusive = small, poorly fitted or top-dose-only effect, or effect the other way, or a change in a side signal; inactive = no such curve, though single readings can be large or run the other way; the % refers to the signal ratio; note: potency is the fitted concentration of half-maximal effect; % is set by controls: 0 for no effect and ±100 for the full control effect
Target sequence (Q9NR56 whole entry, looked up): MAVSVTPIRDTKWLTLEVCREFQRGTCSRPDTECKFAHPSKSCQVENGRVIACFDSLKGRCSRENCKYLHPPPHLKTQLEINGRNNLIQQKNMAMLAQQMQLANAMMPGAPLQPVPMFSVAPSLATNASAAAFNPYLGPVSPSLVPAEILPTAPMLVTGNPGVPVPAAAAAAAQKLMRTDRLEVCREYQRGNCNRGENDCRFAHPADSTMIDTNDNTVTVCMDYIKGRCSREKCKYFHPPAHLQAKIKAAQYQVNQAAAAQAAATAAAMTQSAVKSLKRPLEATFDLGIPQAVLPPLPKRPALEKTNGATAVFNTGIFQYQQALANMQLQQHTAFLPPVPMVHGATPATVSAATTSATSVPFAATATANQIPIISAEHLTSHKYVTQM
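Inhibition of protein-RNA binding appears as loss of TR-FRET between terbium anti-His antibody on MBNL1-His and streptavidin-XL665 on biotin-(CUG)12. Activity is normalized to buffer-only and uninhibited-complex controls.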
FLuc modulator: counter-screen for miR-21 project: firefly luciferase inhibitors or activators; P08659; purified FLuc, Km substrates, luminescence inhibition; Potency, µM (top dose mostly 57.5 µM), inactives show top-dose activity change, negative = inhibition, actives largely listed as inhibitors; AID 588342; hit rate 6.9% among 360,000;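 note: potency is the fitted concentration of half-maximal effect; plate controls were vehicle for no effect and reference inhibitor for full effect; nearly all actives have a fitted effect of over 55% in size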
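Purified P. pyralis luciferase, 10 nM final, with Km-level 10 uM D-luciferin and 10 uM ATP in 50 mM Tris acetate pH 7.5, 10 mM Mg acetate, 0.01% Tween-20, 0.05% BSA; 6-point qHTS titration about 60 µM downward; luminescence read.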
Mito fusion act: inhibitors of mitochondrial division or activators of mitochondrial fusion | S. cerevisiae fusion-defective mutant growth rescue, CellTiterGlo 48 h | Potency, µM (highest dose often 46.1 µM), for the others: at the top dose growth rescue (activation), usual class: activators | AID 485298 | hit rate 0.23% among 320,000;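 note: potency is the fitted concentration of half-maximal effect; % of control where 0% means no effect; nearly all actives have a fitted effect of over 45% in size; temperature-sensitive fusion mutants such as fzo1-1 at 37 °C on non-fermentable ethanol glycerol medium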
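Growth-rescue viability read-out: after 48 h at the non-permissive 37C in glycerol/ethanol YPEG, yeast mitochondrial fusion mutants are measured by CellTiterGlo luminescence; compounds (23 nl pinned per well) restoring growth score as division inhibitors or fusion activators.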
RORgamma inh: ROR gamma (mouse) transcription inhibition; AID 2551; Potency, µM (series often up to 53.6 µM), for inactives: at the highest dose activity change, negative = inhibition, most hits filed as inhibitors; hit rate 5.4% among 310,000; Drosophila S2 Gal4-RORgamma UAS-luciferase reporter, 20 h; P51450; note: potency is the fitted concentration of half-maximal effect; % is set by controls: 0 for no effect and ±100 for the full control effect; nearly all actives have a fitted effect of over 60% in size
Target sequence (P51450 whole entry, looked up, the tested form may be a part): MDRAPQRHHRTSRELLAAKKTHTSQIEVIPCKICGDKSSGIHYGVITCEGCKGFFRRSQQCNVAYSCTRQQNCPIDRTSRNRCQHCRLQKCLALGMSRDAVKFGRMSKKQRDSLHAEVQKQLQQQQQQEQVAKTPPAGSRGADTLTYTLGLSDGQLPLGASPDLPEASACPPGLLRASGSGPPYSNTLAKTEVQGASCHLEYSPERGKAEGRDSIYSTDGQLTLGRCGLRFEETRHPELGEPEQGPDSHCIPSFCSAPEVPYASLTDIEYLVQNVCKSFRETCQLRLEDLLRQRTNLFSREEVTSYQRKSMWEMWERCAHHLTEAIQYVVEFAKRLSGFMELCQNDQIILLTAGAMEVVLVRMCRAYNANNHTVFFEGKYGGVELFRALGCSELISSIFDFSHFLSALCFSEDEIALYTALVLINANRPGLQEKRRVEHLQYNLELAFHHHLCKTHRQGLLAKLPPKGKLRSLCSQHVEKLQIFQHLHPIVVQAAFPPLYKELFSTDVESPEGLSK
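Compounds are pin-transferred onto Drosophila Schneider cells expressing a copper-inducible Gal4–ROR gamma transactivation domain fusion. After 1 hr, copper sulfate is added to 700 uM final; luciferase is read 20 hr later.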
Rab9 prom act: Rab9 promoter activation; AID 485297; Potency, µM (doses to about 9.22 µM), without a hit: at the top dose activation, negative = inhibition, usual class: activators; hit rate 2.8% among 320,000; Huh7 Rab9 promoter-luciferase reporter, luminescence, 24 h; note: potency is the fitted concentration of half-maximal effect; % of control where 0% means no effect; nearly all actives have a fitted effect of over 60% in size
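Stable Rab9-luc Huh7, 1500 cells/well, 2 h settle; cmpd in DMSO, 24 h, 37 °C/5% CO2; luciferase reagent 10 min RT; luminescence.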
Starred values were filed as active, the others as inactive; ? = inconclusive; · = not tested or not shown; & = joins results of further samples; [ ] = remark or other dose. Unless noted, calls come from the whole dose curve; as a rule, active = well fitted curve in the direction sought with a large enough effect; inconclusive = small, poorly fitted or top-dose-only effect, or another doubt; inactive = no such curve, though single readings can be large; an effect the other way counts as inactive or inconclusive. An excerpt; the hit share may differ from the screen's.

SMILES	VP16 counter	PKM2 act	Menin-MLL TR inh	ELG1 DNA repair	KCNH2 3.1 block	NPC1 prom act	MBNL1 CUG block	FLuc modulator	Mito fusion act	RORgamma inh	Rab9 prom act
Cc1c(-n2c(SC(C)C(=O)NC(N)=O)nc3ccccc3c2=O)c(=O)n(-c2ccccc2)n1C (stereo unspecified)	2%	2%	-22%	-10%	-2	0%	-2%	-1%	3%	-9%	-1%
CCNc1nc2nc3ccc(C)cn3c(=O)c2cc1C(=O)NCC1CCCO1 (stereo unspecified)	5%	-1%	1%	4%	7	-1%	?	-3%	-6%	-2%	-4%
Cc1ccc(-n2c(N)c(C(N)=O)sc2=S)cc1	-7%	-10%	2%	?	-1	4%	?	?	-4%	-17%	-1%
Cc1ccc(S(=O)(=O)Nc2cc(C(F)(F)F)ccc2N2CCOCC2)cc1	-6%	-1%	12%	-23%	-11	-2%	-6%	0%	-6%	8%	-5%
COc1ccc(CNCCC(c2ccccc2)c2ccc3c(c2)OCO3)cc1 (stereo unspecified)	?	-9%	?	5%	-81*	-2%	-23%	-3%&-12%	-22%	?	1%
CC(=O)c1ccc(Nc2nc(-c3cccnc3)cs2)cc1	-2%	0%	-2%	?	0	4%	0%	?	1%	-8%	21%
CC1CCN(C(=O)CCC(=O)Nc2nnc(C(F)(F)F)s2)CC1	6%	·	-11%	?	14	-2%	-8%	0%	5%	?	0%
COc1ccc(C(=O)NCc2nnc(SCC(=O)NCc3ccco3)o2)cc1OC	1%	·	·	22%	-8	-1%	0%	3%	-1%	3%	0%
Cn1c(=O)c(C(=O)NNC(=O)c2ccccc2Cl)c(O)c2ccccc21	?	·	?	14%	-28	0%	-1%	-1%	-7%	11µM*	1%
COc1ccc(C(=O)N2CCCC(Nc3ccc(F)c(F)c3)C2)c(OC)n1 (stereo unspecified)	12%	-12%	·	7%	9	2%	-4%	0%	2%	2%	3%
O=C(COC(=O)c1nc(Cl)ccc1Cl)c1ccc[nH]1	·	·	·	28%	22	-4%	·	9%	0%	·	2%
O=C(NCc1ccccc1)c1n[nH]nc1-c1ccccc1O	5%	4%	4%	?	-10	22%	-10%	?	0%	?	25%
COC1=C(Nc2ccccc2)C(=O)c2ccccc2C1=O	-2%	-1%	·	1%	-5	1%	?	?	3%	8%	0%
COC(=O)C1=C(C)NC(C)=C(C(=O)OC)C1C(=O)OC1CCCCC1=O (stereo unspecified)	-6%	4%	2%	14%	17&13	-1%	0%	-1%	0%	-1%	-9%
CCCC12CN3CC(C)(CN(C1)C3c1ccc3c(c1)OCO3)C2=O (stereo unspecified)	0%	-17%	1%	1%	-10	4%	-6%	1%	4%	-19%	-2%
O=C(Nc1nnc(S(=O)(=O)N2CCOCC2)s1)c1ccccc1Br	-10%	1%	18%	1%	-6	-2%	8%	-2%	4%	21%	-1%
O=[N+]([O-])c1ccccc1-c1cc(-c2ccccc2O)n[nH]1	?	-4%	?	?	-15	14%	·	8.5µM*	4%	?	?
C=CCN1C(=O)C(CC(=O)Nc2ccccc2F)S/C1=N\c1nccs1 (stereo unspecified)	-4%	4%	·	-1%	-7	2%	-3%	-2%	4%	-1%	0%
O=c1cc(-c2ccccc2)nc2nc(COc3ccccc3)[nH]n12	2%[0.365 µM]	-1%	25%	10%	8	-1%	2%	?	0%	2%	-3%
Cc1ccc(S(=O)(=O)CC(=O)N2CC(C)OC(C)C2)cc1 (stereo unspecified)	8%	1%	·	1%	4	2%	3%	-2%	-2%	-9%	4%
COc1ccc(S(=O)(=O)Nc2ccc(S(=O)(=O)N3CCCC3)cc2)cc1	12%	1%	5%	-6%	-5	-4%	-8%	-1%	0%	1%	-4%
CC1CCCC(NC(=O)c2cccc(S(=O)(=O)NCc3ccccc3)c2)C1C (stereo unspecified)	·	·	·	-21%	-9	-5%	·	5%	29%	·	0%
O=[N+]([O-])c1ccc(NCCNS(=O)(=O)c2ccccc2)cc1	-13%	9%	?	-12%	-12	-3%	?	-1%	-1%	33%	-2%
CC(c1ccccc1)C1OCC(C[N+]2(C)CCCCC2)O1 (stereo unspecified)	-7%	-12%	-13%	1%	8	-5%	-2%	0%	-15%	21%	-3%
NC(=O)NC(CC(=O)NCCc1ccc(S(N)(=O)=O)cc1)c1ccc(Cl)cc1 (stereo unspecified)	2%	-5%	·	-2%	6	0%	-1%	-2%	2%	23%	-7%
C/C(Cn1nnc2ccccc21)=N/OC(=O)c1c(F)cccc1F	-9%	11%	-10%	10%	7	2%	4%	-1%	-2%	19%	0%
Cc1cccc(CC2CC(=O)N(C3CCCCC3)C2=O)c1 (stereo unspecified)	-11%	0%	1%	2%	7	4%	-3%	0%	7%	42%	-7%
C/C(CC1CC(COCCC(C)C)OC1=O)=N\NC(N)=S (stereo unspecified)	4%	1%	-11%	-4%	3	2%	-6%	1%	-2%	?	-4%
O=C(Nc1nc(-c2ccc(-c3ccccc3)cc2)cs1)c1cnccn1	2µM*	9%	-17%	?	-8	8%	·	?	-1%	1.1µM*	15%
O=C(CN1CCN(S(=O)(=O)c2ccc(Cl)cc2)CC1)Nc1ccc(N2CCOCC2)cc1	23%	-7%	-4%	-7%	-6	-2%	-9%	-1%	-5%	25%	0%
CCOC(=O)C1=NN(C(=O)Cc2ccccc2)C(O)(C(C)(C)C)C1 (stereo unspecified)	-1%	-15%	-10%	15%	2	-4%	15%	-1%	-7%	5%	-2%
O=S(=O)(c1cc(F)ccc1F)N1CCC2(CC1)OCCN2S(=O)(=O)c1cccs1	·	·	·	-11%	15	-4%	·	0%	-2%	·	-7%
CCn1cc(C(=S)N2CCC(C(N)=O)CC2)c2ccccc21	-8%	-9%	4%	-7%	3	-2%	1%	-3%	0%	-3%	-5%
COc1ccc(OCc2nnc(NC(=O)Nc3ccc(F)cc3)s2)cc1	3%	0%	20%	-4%	-16	0%	2%	0%	-1%	-2%	-16%
CCOc1cc2c(C#N)c(N3CCOCC3)nc(N)c2c(N)n1	4%	3%	?	-8%	-1	1%	5%	?	1%	28%	12%
CCCCCN(C(=O)CCC(=O)OC(C)C(=O)NCc1ccccc1)c1c(N)n(CCCC)c(=O)[nH]c1=O (stereo unspecified)	·	·	·	-1%	4	-4%	·	0%	-6%	·	0%
CC1CN(C(=O)C(C)N2C(=O)c3ccccc3C2=O)CC(C)O1 (stereo unspecified)	5%	-5%	7%	3%	-4	7%	0%	-1%	-3%	0%	13%
Cc1cc(Br)ccc1NC(=O)c1sc2ncn(CC(=O)N3CCN(c4ccccn4)CC3)c(=O)c2c1C	7%	-2%	29%	-20%	-4	-2%	16%	-1%	-27%	5%	-19%
CC(=O)/C=C/n1c(=S)oc2ccccc21	3.2µM*	5%	5%	?	3	-36%[inhibitor]	·	5.4µM*	0%	2.8µM*	-41%[inhibitor]
CCO/C(C)=N/n1c2nc3ccccc3nc2c2c(=O)n(C3CCCC3)c(C)nc21	1%	4%	-21%	?	-1	1%	?	-1%	3%	7%	0%
O=c1[nH]c(CN2CCN(c3ncccn3)CC2)nc2c(Br)cc(Br)cc12	-5%	-3%	·	-2%	5	0%	9%	6%	14%	-7%	1%
COCCNC(=O)Nc1ccc2nc(-c3ccco3)c(-c3ccco3)nc2c1	1%	16%	?	-3%	7	3%	?	21µM*	2%	1%	-4%
C/C(=N\NC(=O)CSc1nc2ccccc2[nH]1)c1ccncc1	-11%	21%	0%	1%	-6	-5%	-3%	3%	1%	16%	-1%
Cc1cc(C)c2c(n1)SCC(=O)N2CC(=O)Nc1ccccc1Cl	?	-4%	12%	10%	9	-4%	-2%	3%	-3%	3%	2%
COc1ccc(CNC(=O)C2CCN(S(=O)(=O)c3ccc4c(c3)C(C)(C)C(=O)N4C)CC2)cc1	-5%	0%	12%	-5%	-2	-9%	-3%	8%	-2%	0%	0%
COc1cccc(S(=O)(=O)NCc2ccc(C(=O)Nc3ccc(Cl)c(Cl)c3)cc2)c1	-17%	-6%	?	?	-40	-2%	-10%	-3%	19%	?	-7%
